Assay outcomes: PubChem BioAssay, The Scripps Research Institute Molecular Screening Center
HCV core dimer – inhibitors of HCV core protein dimerization, primary screen, biochemical, TR-FRET, high-throughput; TR-FRET GST/Flag-core106 dimerization, 1536-well; inhibition, % at 5 µM; 300,000 compounds, 0.33% hits; AID 1899, 2009;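 active means inhibition above the mean of all tested compounds plus 3 SD, set per screening campaign, cut at about 45% in these data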
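Test system: GST/Flag-tagged HCV core106 proteins; Medium: KF-containing HEPES buffer, pH 7.45, DTT, CHAPS, BSA; Times: compound-protein-antibody incubation 4 h at 22.5 °C; Detection: TR-FRET 671 and 617 nm emission; Benchmarks: wells lacking GST-core106 and wells with excess unlabelled core106.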
TPT1 inh – Candida albicans TPT1 enzyme inhibitors, primary screen, biochemical, fluorescence polarization; tRNA 2'-phosphotransferase TPT1 (Candida albicans SC5314); recombinant caTPT1, FP RNA substrate dephosphorylation; inhibition, % at 5 µM; 300,000 compounds, 0.81% hits;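 active means inhibition above the mean of all tested compounds plus 3 SD, set per screening campaign, cut at about 24% in these data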;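 further: plate controls were DMSO alone for no effect and ferristatin control at 100 nM for full effect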
CTSL1 counter – Fasciola hepatica cathepsin L1 inhibitors, primary screen, counter-screen for PFM18AAP inhibitor project, biochemical, QFRET, fluorogenic peptide substrate. recombinant F. hepatica cathepsin L1, Z-Leu-Arg-MCA fluorescence. inhibition, % at 5.96 µM. 300,000 compounds, 0.49% hits. AID 1906, 2009;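 active means inhibition above the mean of all tested compounds plus 3 SD, set per screening campaign, cut at about 17% in these data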;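 further: 0% = plate median of test compound wells and 100% = 1 µM Z-Phe-Ala-diazomethylketone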
PP5 inh – PP5 phosphatase inhibitors, primary screen, biochemical, fluorescence; Serine/threonine-protein phosphatase 5 (Homo sapiens), P53041; 320,000 compounds, 0.18% hits; purified PP5c, OMFP substrate fluorescence; inhibition, % at 6.7 µM; AID 1987, 2009;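 active means inhibition above the campaign's mean inhibition across all tested compounds plus 3 SD, cut at about 9.5% in these data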;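 further: 0% = DMSO only and 100% = 100 µM cantharidin control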
PP1 counter – PP1-alpha phosphatase inhibitors, primary screen, counter-screen for PP5 inhibitor project, biochemical, fluorescence, OMFP substrate, single point; purified PP1alpha; inhibition, % at 6.7 µM; 320,000 compounds, 0.9% hits; AID 2235, 2010;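 active means inhibition above the mean inhibition of all tested compounds plus 3 SD, computed separately for each screening campaign, cut at about 15% in these data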
procasp3 activ – activators of human procaspase-3 D3A mutant, primary screen, biochemical, absorbance, PC-3 D3A mutant, single concentration | AID 463141, 2010 | recombinant procaspase-3 D3A, Ac-DEVD-pNA absorbance 405 nm | activation, % at 8.5 µM | 330,000 compounds, 0.11% hits;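 active means activation above the mean of all tested compounds plus 3 SD, cut at about 21% in these data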;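 further: 0% = DMSO alone and 100% = DMSO wells spiked with extra 5 µM PC-3 D3A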
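material = Procaspase-3 D3A mutant | probe or stimulus = Ac-DEVD-pNA | compound = single dose, 8.5 µM nominal compound, 0.8% DMSO | timing = 1 h preincubation, 2 h reaction | measured by = 405 nm absorbance of p-nitroaniline, reads at 0 and 120 min | benchmarks = DMSO-only low control, 5 µM PC-3 D3A high control | repeats = singlicate, each compound tested once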
PAFAH2 FP inh – PAFAH2 enzyme inhibitors, primary screen, biochemical, fluorescence polarization, human; Platelet-activating factor acetylhydrolase 2, cytoplasmic (Homo sapiens), Q99487; inhibition, % at 3.39 µM; 340,000 compounds, 0.99% hits; recombinant PAFAH2, FP-rhodamine activity probe;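 active means inhibition above the mean over all tested compounds plus 3 SD, cut at about 30% in these data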;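 further: inhibitors block probe labeling of enzyme so polarization drops; 0% = enzyme with DMSO and 100% = wells lacking PAFAH2 protein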
proCasp7 act – procaspase-7 activators, primary screen, counter-screen for procaspase-3 activator project, biochemical, absorbance, HTS, human; AID 463210, 2010; recombinant procaspase-7, Ac-DEVD-pNA absorbance 405 nm; D23A/D198A/D206A triple mutant, cannot self-cleave; scale: DMSO 0, 5 µM enzyme 100; activation, % at 8.5 µM; Caspase-7 (Homo sapiens), P55210; 330,000 compounds, 0.093% hits;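 active means percent activation above the screen-wide mean plus 3 SD, cut at about 25% in these data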
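Assay system: Uncleavable procaspase-7 mutant enzyme | Input: 2 µM procaspase-7 mutant as dispensed | Timing: 1 h compound preincubation, 2 h substrate cleavage, 25 °C | Repeats: One well per compound | Control set: DMSO wells as 0%, DMSO with 5 µM added PC-7 as 100% | Technique: Epi-absorbance of released pNA at 405 nm, two timepoints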
AHR activator – AHR activators, primary screen, cell-based, luminescence, luciferase reporter, human | Aryl hydrocarbon receptor (Homo sapiens), P35869 | AHR-responsive luciferase reporter cells | activation, % at 5 µM | 320,000 compounds, 2.5% hits; in the data active means activation above about 47%;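 further: 0% = vehicle wells and 100% = reference agonist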
Target sequence (P35869 whole entry, looked up): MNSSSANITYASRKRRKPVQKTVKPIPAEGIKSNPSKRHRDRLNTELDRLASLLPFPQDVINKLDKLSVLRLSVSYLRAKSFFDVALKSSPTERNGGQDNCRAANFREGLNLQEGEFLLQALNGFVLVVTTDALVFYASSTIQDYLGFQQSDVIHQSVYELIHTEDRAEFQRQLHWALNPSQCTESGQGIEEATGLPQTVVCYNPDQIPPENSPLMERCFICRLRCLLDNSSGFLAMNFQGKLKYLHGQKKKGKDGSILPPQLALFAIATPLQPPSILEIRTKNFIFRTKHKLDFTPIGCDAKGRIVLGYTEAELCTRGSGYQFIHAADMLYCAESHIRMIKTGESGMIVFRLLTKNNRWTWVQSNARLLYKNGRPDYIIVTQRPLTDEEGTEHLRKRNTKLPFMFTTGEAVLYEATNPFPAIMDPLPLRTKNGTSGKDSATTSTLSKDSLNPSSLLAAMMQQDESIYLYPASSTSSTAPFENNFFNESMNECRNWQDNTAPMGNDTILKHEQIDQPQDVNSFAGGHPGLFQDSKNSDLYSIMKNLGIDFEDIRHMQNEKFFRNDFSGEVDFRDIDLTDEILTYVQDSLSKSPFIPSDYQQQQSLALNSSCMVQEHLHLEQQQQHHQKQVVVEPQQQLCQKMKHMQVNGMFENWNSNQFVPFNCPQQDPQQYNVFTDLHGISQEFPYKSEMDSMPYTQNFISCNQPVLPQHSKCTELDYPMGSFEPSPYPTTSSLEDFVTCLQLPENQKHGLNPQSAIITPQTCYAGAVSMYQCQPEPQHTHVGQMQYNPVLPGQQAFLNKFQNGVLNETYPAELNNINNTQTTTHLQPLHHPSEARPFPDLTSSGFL
Active calls of the source: *; nt = not tested or not shown.

#	SMILES	HCV core dimer	TPT1 inh	CTSL1 counter	PP5 inh	PP1 counter	procasp3 activ	PAFAH2 FP inh	proCasp7 act	AHR activator
1	Cc1ccccc1NC(=O)c1ccccc1NS(=O)(=O)c1cccc2cccnc12	5	-1	1	3.0	3	0	6	1	2
2	O=C(/C=C/c1ccco1)OCc1nnc(-c2ccccc2)o1	15	4	-8	-0.6	-2	-8	68*	-1	-1
3	O=S(=O)(c1ccc(Cl)cc1)N1CCC2(CC1)OCCO2	-7	-2	3	-0.5	-2	-2	0	-8	1
4	CCOc1c(Cl)cc(C(=O)Nc2cccc(C(=O)O)c2)cc1Cl	3	1	6	-1.5	0	6	5	-5	5
5	S=C(NCC1CCCO1)Nc1ccc(Cl)cc1 (configuration not stated)	-9	3	-3	0.7	-1	-6	3	-5	4
6	Cc1cccc(NC(=O)CSc2nc3ccc(NC(=O)CSc4nnnn4-c4ccccc4)cc3s2)c1C	45	17	1	1.3	0	-4	nt	6	-1
7	CCC(C)[C@H](NC(=O)NCc1ccco1)C(=O)O (some centres not stated)	-2	-1	1	-1.5	-2	-2	-4	-3	-1
8	Cc1ccc(NC(=O)/C(C#N)=C/c2ccsc2)c(C)c1	0	-6	-3	2.0	4	-1	-4	-3	5
9	CC(NCCN(C)C)C(=O)C12CC3CC(CC(C3)C1)C2 (configuration not stated)	1	2	-1	0.6	-1	-12	-1	-1	-2
10	O=S1(=O)N=C(N2CCOCC2)c2ccccc21	-6	-2	-1	1.6	0	-2	-6	-2	1
11	CC(C)(C)OC(=O)NCCCCCNC(=O)c1nc[nH]c1C(=O)N1CCc2ccccc2C1	nt	nt	nt	nt	nt	3	4	2	2
12	O=C(CCS(=O)(=O)c1ccccc1)Nc1ccc(Cl)cn1	-4	-3	-6	1.5	-2	-6	13	-10	2
13	O=C(Nc1cccc(C(F)(F)F)c1)c1cccnc1N1CCCC1	4	-3	3	1.0	0	1	6	5	15
14	COC(=O)c1ccc(NC(=O)CSc2nc(N)c(NC(=O)c3ccc(Br)o3)c(=O)[nH]2)cc1	4	2	-3	-1.8	-14	3	4	1	-2
15	O=C(CN1C(=O)NC2(CCCc3ccccc32)C1=O)N1CCCCC1 (configuration not stated)	2	2	0	-0.1	-5	7	0	0	3
16	O=C(O)c1ccc(S(=O)(=O)N(CCc2ccccc2)Cc2ccc(Cl)cc2)cc1	7	-7	9	7.5	22*	4	3	5	1
17	C=CCSc1nnc(CCCCCN2C(=O)c3cccc4cccc(c34)C2=O)o1	6	0	2	-0.3	4	5	4	1	-12
18	CCOc1ccc(C(=O)Nc2cccc(C(C)=O)c2)cc1[N+](=O)[O-]	1	-1	2	-0.2	-2	5	4	7	3
19	O=C(NC1CCCCCCC1)c1ccc2c(c1)N(Cc1ccc(F)cc1)C(=O)CS2=O (configuration not stated)	1	1	-5	4.5	5	7	1	-1	2
20	COc1nc(-c2ccccc2)cc(-c2ccc3c(c2)OCO3)c1C#N	9	0	4	-2.0	-4	4	7	-1	30

Among those listed so far, these have a halogen.
#	SMILES	HCV core dimer	TPT1 inh	CTSL1 counter	PP5 inh	PP1 counter	procasp3 activ	PAFAH2 FP inh	proCasp7 act	AHR activator
3	O=S(=O)(c1ccc(Cl)cc1)N1CCC2(CC1)OCCO2	-7	-2	3	-0.5	-2	-2	0	-8	1
4	CCOc1c(Cl)cc(C(=O)Nc2cccc(C(=O)O)c2)cc1Cl	3	1	6	-1.5	0	6	5	-5	5
5	S=C(NCC1CCCO1)Nc1ccc(Cl)cc1 (configuration not stated)	-9	3	-3	0.7	-1	-6	3	-5	4
12	O=C(CCS(=O)(=O)c1ccccc1)Nc1ccc(Cl)cn1	-4	-3	-6	1.5	-2	-6	13	-10	2
13	O=C(Nc1cccc(C(F)(F)F)c1)c1cccnc1N1CCCC1	4	-3	3	1.0	0	1	6	5	15
14	COC(=O)c1ccc(NC(=O)CSc2nc(N)c(NC(=O)c3ccc(Br)o3)c(=O)[nH]2)cc1	4	2	-3	-1.8	-14	3	4	1	-2
16	O=C(O)c1ccc(S(=O)(=O)N(CCc2ccccc2)Cc2ccc(Cl)cc2)cc1	7	-7	9	7.5	22*	4	3	5	1
19	O=C(NC1CCCCCCC1)c1ccc2c(c1)N(Cc1ccc(F)cc1)C(=O)CS2=O (configuration not stated)	1	1	-5	4.5	5	7	1	-1	2

(cont.)
#	SMILES	HCV core dimer	TPT1 inh	CTSL1 counter	PP5 inh	PP1 counter	procasp3 activ	PAFAH2 FP inh	proCasp7 act	AHR activator
21	CCN(CC)S(=O)(=O)c1ccc(Cl)c(NC(C)=O)c1	4	-4	3	0.7	-3	-3	-3	0	0
22	CCn1c(SCC(=O)NC2CCCC2)nnc1-c1cccnc1	-1	-1	-2	1.6	0	5	7	-3	10
23	O=C1CC(N2CCC(c3nc4ccccc4[nH]3)CC2)C(=O)N1c1cccc(F)c1 (configuration not stated)	-3	-1	-4	1.8	1	-26	-1	-11	0
24	O=C(c1cc(-c2ccccc2)nn1CC1CC(c2cccnc2)=NO1)N1CCOCC1 (configuration not stated)	-2	1	-1	1.5	-5	4	3	6	1
25	COc1ccc(OC)c(S(=O)(=O)Nc2ccc(Oc3ccccc3)cc2)c1	1	-2	-1	4.0	3	13	-15	8	0
26	Cn1c(=O)n(CC(=O)N2CCOCC2)c2ccccc21	-1	-2	1	0.7	-4	6	-1	2	-1
27	Cc1cc(C)nc(SCC(=O)Oc2ccc3oc(=O)cc(C)c3c2)n1	-2	-4	0	2.8	-3	-10	4	0	8
28	O=C(NCc1ccc(Cl)cc1)C1CCN(S(=O)(=O)c2ccc(N3CCCC3=O)cc2)CC1	-3	-6	1	-0.7	-2	-1	-4	5	1
29	COc1ccc(Nc2cc(C)c3ccccc3n2)cc1	-10	-1	-1	0.1	0	1	6	-8	7
30	COc1ccccc1CN1CC(=O)N2CSC[C@H]2C1=O	-8	-5	2	-6.0	-2	5	-4	-8	1
31	O=[N+]([O-])c1ccc(Cc2ccccn2)c([N+](=O)[O-])c1	1	1	-3	-0.2	2	-2	6	-5	-2
32	CN1CCN(S(=O)(=O)c2ccc(Oc3ccc(F)c(Cl)c3)nc2)CC1	-2	-2	-1	0.5	-2	1	3	4	0
33	CCOC(=O)C1CCN(C(=O)C2CCCCC2)CC1	0	0	1	0.5	-5	7	4	0	-1
34	COc1ccc(-c2csc3nc(C)n(-n4cccc4)c(=O)c23)cc1OC	6	-2	2	-0.6	-5	6	-2	4	1
35	Cc1cc(=O)oc2cc(NC(=O)C3CC(=O)N(Cc4ccccc4)C3)ccc12 (configuration not stated)	23	-5	2	3.7	-4	6	-5	-10	16
36	COc1ccc(N2C(=O)CC3(CCCC3)CC2=O)cc1	0	1	-2	-1.4	0	8	-1	5	-3
37	Cc1nc2nc(C)c(NS(=O)(=O)c3ccc4c(c3)CCCC4)c(=O)n2[nH]1	-7	0	-2	1.7	-2	1	8	6	1
38	COc1ccc(CN2C(=NC(=O)COc3ccccc3)SC3CS(=O)(=O)CC32)cc1 (configuration not stated)	2	-3	-11	0.1	-2	-4	-6	-1	1
39	CC(=O)NCCc1nc2ccccc2n1Cc1cccc(C)c1	-4	-1	-2	-0.7	0	8	-2	6	-1
40	CCCCn1nnnc1NCc1ccc(OC)c(OC)c1	5	3	-3	4.4	-3	5	-9	-5	0

Values by screen from the entries so far:
PP1 counter, entries 31–35: 2, -2, -5, -5, -4
proCasp7 act, entries 31–35: -5, 4, 0, 4, -10
AHR activator, entries 31–35: -2, 0, -1, 1, 16

Other results follow:
#	SMILES	HCV core dimer	TPT1 inh	CTSL1 counter	PP5 inh	PP1 counter	procasp3 activ	PAFAH2 FP inh	proCasp7 act	AHR activator
41	Cc1ccc(NC(=O)C[n+]2cc(-c3ccccc3)n3c2CCC3)c(C)c1	-5	0	-2	-0.6	-1	-1	4	10	-1
42	CN(C)/C=C/C(=O)c1ccn(S(=O)(=O)c2ccccc2)c1	6	6	6	-0.3	1	-2	3	0	1
43	CCn1c(SCc2ccc(C(=O)O)cc2)nnc1-c1ccc(Cl)cc1	1	-1	-4	2.7	0	0	3	4	-1
44	CCC1CCCCN1CCCNC(=O)CS(=O)(=O)Cc1nc(-c2cccc(OC)c2)oc1C (configuration not stated)	-1	-1	-2	1.6	1	7	2	-2	0
45	Cn1nc(C(F)(F)F)c(-c2ccc(F)cc2)c1NC(=O)CSCC(=O)O	-2	-5	0	3.8	-3	3	-9	3	0
46	C#Cc1ccc([C@@H]2C=C(C(=O)NCc3nc4ccccc4[nH]3)O[C@H](OCC)[C@H]2CCCO)cc1	21	-1	-5	3.5	0	3	-8	-12	11
47	Cc1cc(=O)oc2cc(OCC(=O)N/N=C/c3ccccc3[N+](=O)[O-])ccc12	-4	-3	-8	-6.6	6	3	9	-12	33
48	Cc1ccc(-c2cc(C(=O)N/N=C/c3c(C)nn(C)c3C)c3ccccc3n2)c(C)c1	-1	-2	4	3.4	2	0	3	3	12
49	N#Cc1ccc(-c2csc(NC(=O)c3ccc(S(=O)(=O)N4CCc5ccccc5C4)cc3)n2)cc1	-1	-3	3	-6.2	-8	7	-5	6	7
50	COc1ccc(-c2nc(CS(=O)CC(=O)NCc3ccco3)c(C)o2)cc1OC (configuration not stated)	9	-3	-1	-1.0	1	-5	-4	8	3
51	CC(=O)Nc1cccc(OCC(=O)NS(=O)(=O)c2ccc(Cl)cc2)c1	-7	-3	-3	-1.6	-2	9	0	10	4
52	O=C(Cn1nc(Cc2cccnc2)c2ccccc2c1=O)NCCCN1CCCC1=O	-1	0	0	0.8	-6	2	-2	-1	-1
53	CC(C)=CCN1CCN(Cc2cnc(-c3ccccc3)s2)CC1CCO (configuration not stated)	-2	-2	-6	-1.0	0	5	2	12	-1

Random draw from the library; 5.6% or so of the library scored in one or more.
